Assay outcomes from PubChem BioAssay.
procasp7 counter – activates human procaspase-7, counter-screen for procaspase-3 activators | hit rate 0.093% among 330,000 | activation, % at 8.5 µM | recombinant procaspase-7, Ac-DEVD-pNA absorbance 405 nm; D23A/D198A/D206A triple mutant, cannot self-cleave; scale: DMSO 0, 5 µM enzyme 100;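 active = percent activation above the screen-wide mean plus 3 SD, cut at about 25% in these data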
Target sequence (P55210 whole entry D23A/D198A/D206A): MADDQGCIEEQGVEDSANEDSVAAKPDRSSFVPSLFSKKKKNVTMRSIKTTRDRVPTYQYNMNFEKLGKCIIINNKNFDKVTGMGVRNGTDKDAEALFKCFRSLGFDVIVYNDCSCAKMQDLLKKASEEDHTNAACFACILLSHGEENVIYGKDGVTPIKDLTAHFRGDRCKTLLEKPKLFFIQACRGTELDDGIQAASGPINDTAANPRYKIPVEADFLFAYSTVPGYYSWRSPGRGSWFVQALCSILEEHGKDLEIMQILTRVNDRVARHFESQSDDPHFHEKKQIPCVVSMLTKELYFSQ
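Detection: p-Nitroaniline absorbance at 405 nm, read at 0 and 120 min; system: Uncleavable procaspase-7 mutant enzyme; evaluation: % activation from two-timepoint absorbance difference, scaled to controls; times: 1 h enzyme–compound preincubation and 2 h substrate reaction, both 25 °C; buffer or medium: Zinc-free HEPES pH 7.4 with 300 mM NaCl, 0.01% Triton X-100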
JMJD2C inh – human JMJD2C demethylase inhibition; inhibition, % at 2.35 µM; Q9H3R0; GST-JMJD2C(1-420) H3K9me3 demethylation, DELFIA europium; hit rate 0.069% among 330,000; AID 2099;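 active = more than half of a compound's replicate wells show inhibition beyond 50%, single wells judged on their own value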;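 note: signal counts dimethyl H3K9 product captured on neutravidin plate; 0% = median of DMSO wells and 100% = 0.3 times that DMSO median; strong numbers were not always called active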
Efflux pump inh – inhibitors of Candida antifungal efflux pumps expressed in yeast; S. cerevisiae Candida pump triplex, Nile Red efflux; hit rate 0.44% among 330,000; inhibition, % at 10 µM; AID 485275;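 active = plate passing quality check with inhibition over a set limit, or well fluorescence over plate mean plus 4 SD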;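 note: Nile Red retained in pooled yeast measured as flow cytometry median fluorescence; 0% = buffer negative control and 100% = Enniatin B positive control; higher means more Nile Red kept so more efflux inhibition; some compounds called inactive have numbers as strong as hits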
PP5 primary – inhibitors of human protein phosphatase 5 (PP5). P53041. purified PP5c, OMFP substrate fluorescence. inhibition, % at 6.7 µM. hit rate 0.18% among 320,000. AID 1987;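 active = inhibition above the campaign's mean inhibition across all tested compounds plus 3 SD, cut at about 9.5% in these data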;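 note: 0% = DMSO only and 100% = 100 µM cantharidin control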
PP1 counter – counter-screen for PP5 inhibitors: inhibitors of human PP1-alpha; purified PP1alpha, OMFP fluorescence; inhibition, % at 6.7 µM; hit rate 0.9% among 320,000; AID 2235;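 active = inhibition above the mean inhibition of all tested compounds plus 3 SD, computed separately for each screening campaign, cut at about 15% in these data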
Target sequence (P62136 whole entry, looked up): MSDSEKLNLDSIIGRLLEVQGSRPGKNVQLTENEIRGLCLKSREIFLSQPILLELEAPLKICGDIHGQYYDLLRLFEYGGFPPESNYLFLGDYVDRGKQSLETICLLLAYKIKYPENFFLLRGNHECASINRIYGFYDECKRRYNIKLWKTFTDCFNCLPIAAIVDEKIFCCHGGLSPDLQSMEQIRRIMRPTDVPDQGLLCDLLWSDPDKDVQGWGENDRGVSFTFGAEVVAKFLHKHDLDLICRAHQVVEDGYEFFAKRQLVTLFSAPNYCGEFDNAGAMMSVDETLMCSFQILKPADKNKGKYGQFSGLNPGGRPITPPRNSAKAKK
CTSL1 counter – cathepsin L1 inhibition, PFM18AAP counter-screen; recombinant F. hepatica cathepsin L1, Z-Leu-Arg-MCA fluorescence; inhibition, % at 5.96 µM; hit rate 0.49% among 300,000; AID 1906;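 active = inhibition above the mean of all tested compounds plus 3 SD, set per screening campaign, cut at about 17% in these data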;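 note: 0% = plate median of test compound wells and 100% = 1 µM Z-Phe-Ala-diazomethylketone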
HCV core dimer – blocks dimerization of HCV core protein; TR-FRET GST/Flag-core106 dimerization, 1536-well; inhibition, % at 5 µM; hit rate 0.33% among 300,000; AID 1899;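 active = inhibition above the mean of all tested compounds plus 3 SD, set per screening campaign, cut at about 45% in these data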
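Material: GST/Flag-tagged HCV core106 proteins. Incubation: 4 h, 22.5 °C incubation. Read-out basis: inhibition (%) from 671 over 617 nm ratio. Measured by: TR-FRET, excitation 340 nm, emission 617 and 671 nm.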
procasp3 activ – activates human procaspase-3; P42574; recombinant procaspase-3 D3A, Ac-DEVD-pNA absorbance 405 nm; activation, % at 8.5 µM; hit rate 0.11% among 330,000; AID 463141;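 active = activation above the mean of all tested compounds plus 3 SD, cut at about 21% in these data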;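 note: 0% = DMSO alone and 100% = DMSO wells spiked with extra 5 µM PC-3 D3A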
Target sequence (P42574 whole entry D9A/D28A/D175A): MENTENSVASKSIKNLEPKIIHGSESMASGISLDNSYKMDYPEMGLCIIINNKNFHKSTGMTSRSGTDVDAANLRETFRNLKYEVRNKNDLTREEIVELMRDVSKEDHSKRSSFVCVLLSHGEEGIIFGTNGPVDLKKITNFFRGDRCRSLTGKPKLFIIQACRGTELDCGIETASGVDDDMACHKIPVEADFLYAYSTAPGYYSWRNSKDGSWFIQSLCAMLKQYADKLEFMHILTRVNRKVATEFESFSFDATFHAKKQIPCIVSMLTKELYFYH
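Test system: Procaspase-3 D3A mutant; medium: Zinc-free HEPES/NaCl buffer with 0.01% Triton X-100 at pH 7.4; reagent: DEVD-pNA substrate; doses: one concentration, 8.5 µM nominal, 0.8% DMSO; times: 1 h preincubation plus 2 h reaction at 25 °C; signal: Epi-absorbance at 405 nm of released p-nitroaniline, 0 and 120 min; replicates: singlicate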
TPT1 inhibitor – inhibitors of Candida albicans tRNA 2'-phosphotransferase TPT1. recombinant caTPT1, FP RNA substrate dephosphorylation. inhibition, % at 5 µM. hit rate 0.81% among 300,000. AID 1962;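 active = inhibition above the mean of all tested compounds plus 3 SD, set per screening campaign, cut at about 24% in these data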;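 note: plate controls were DMSO alone for no effect and ferristatin control at 100 nM for full effect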
* marks the source's active call; other numbers are inactive results; . = no result given.

nr	mol	procasp7 counter	JMJD2C inh	Efflux pump inh	PP5 primary	PP1 counter	CTSL1 counter	HCV core dimer	procasp3 activ	TPT1 inhibitor
1	Cc1cc(C)nc(NC(=NCCc2c[nH]c3ccccc23)NC(=O)c2ccco2)n1	-2	17	0.0	-1.0	-2	1	9	7	3
2	N/C(Cn1cncn1)=N\OC(=O)c1ccc(Cl)cc1Cl	-6	-6	0.0	4.1	-2	-1	-12	2	-3
3	Cc1ccc(NC(=S)N(C)Cc2cn(C)c3ccccc23)cc1	5	-8	-0.3	-0.2	-3	-2	9	-3	-2
4	O=[N+]([O-])c1ccc(OCc2cnc(Cl)s2)c([N+](=O)[O-])c1	3	4	0.2	0.6	-1	2	5	-1	-3
5	COCCn1c(-c2ccco2)nc2nc3ccccc3nc21	-6	9	0.0	3.4	-2	4	2	-7	4
6	COc1ccc(C(=O)N(C)C2CCN(C)CC2)cc1S(=O)(=O)Nc1cc(Cl)ccc1Cl	6	-159	-0.1	-1.8	-2	-1	-1	0	1
7	Cc1ccc(C(=O)Nc2cccc(NC(=O)c3cccnc3)c2)cc1	-11	6	-0.5	1.6	1	1	-12	-5	-2
8	COC(=O)C1C2C=CC3(CN(Cc4ccco4)C(=O)C13)O2 (stereo unspecified)	-4	0	-0.1	1.4	0	1	8	2	-2
9	O=C(NCCNC(=O)c1ccco1)c1cccc(F)c1	12	37	-0.1	1.3	0	-3	-6	1	47*
10	CCS(=O)(=O)C1=NN2C(=N)/C(=C\c3ccc(OS(=O)(=O)c4ccccc4)c(OC)c3)C(=O)N=C2S1	3	-9	0.1	2.6	9	1	20	6	7
11	Cc1ccc(S(=O)(=O)O)c(C)c1N1CCCC1=O	-17	-6	0.2	1.2	-5	-4	3	-1	-1
12	Cc1cc(NC(=O)CCc2ccc(-c3ccccc3)o2)no1	1	-3	0.1	2.6	-5	3	7	-7	3
13	O=C(C[n+]1cn(C(F)F)c2ccccc21)c1ccc(OC(F)F)cc1	6	-22	0.0	2.3	3	8	5	4	0
14	CCCn1c(N)c(C(=O)CN(C)CC(=O)Nc2ccccc2C(F)(F)F)c(=O)[nH]c1=O	-2	.	0.1	-2.2	-4	.	.	7	.
15	COc1cccc(-c2ccc3c(c2)S(=O)(=O)c2cccc(C(=O)O)c2C3=O)c1OC	-5	-2	0.0	0.7	-6	.	.	6	.
16	NC(=O)C1=C[C@@H](c2coc3ccccc3c2=O)C[C@@H](OCc2ccc(CO)cc2)O1	1	-15	-0.1	-0.2	6	-1	-5	2	-1
17	CC(C)n1c(NCc2cccs2)nc2ccccc21	4	-2	-0.2	-0.8	-1	1	-3	-12	2
18	COc1cc(/C=N/NC(=O)c2ccccn2)cc2c1OCO2	-6	-6	-0.2	2.3	-4	4	-5	-8	-1
19	CCCCCCSc1cc(-c2nc3ccc(Cl)cn3c2NCCCC)ccc1OC	-3	25	0.3	3.0	7	-1	5	0	1
20	Cc1ccc(N=Nc2c(=O)[nH]n3c(C)cc(C)nc23)cc1	-12	3	0.0	3.4	4	1	-21	1	8
21	O=C(NCCN1CCCCC1)c1c(O)c2ccccc2[nH]c1=O	1	-17	-0.1	1.6	-3	3	3	-2	2
22	Cc1cccc(/C=N/n2c(C)nc3ccccc3c2=O)c1	-6	-11	0.2	1.1	-1	-1	8	5	0
23	Cc1ccc(-c2noc(COc3ccccc3C)n2)cc1	16	24	0.0	1.2	-2	-3	-5	5	-3
24	Cc1c(NC(=O)COC(=O)c2ncc(Cl)c(Cl)c2Cl)c(=O)n(-c2ccccc2)n1C	4	0	-0.1	2.1	-2	-9	-4	-6	-6
25	CC(C)CC(NC(=O)c1cccs1)c1nnc(SCc2ccc(Cl)c(Cl)c2)n1C (stereo unspecified)	5	-2	0.3	5.2	7	2	18	9	-4

Some of these compounds in order of SMILES length, high to low:
nr	mol	procasp7 counter	JMJD2C inh	Efflux pump inh	PP5 primary	PP1 counter	CTSL1 counter	HCV core dimer	procasp3 activ	TPT1 inhibitor
25	CC(C)CC(NC(=O)c1cccs1)c1nnc(SCc2ccc(Cl)c(Cl)c2)n1C (stereo unspecified)	5	-2	0.3	5.2	7	2	18	9	-4
13	O=C(C[n+]1cn(C(F)F)c2ccccc21)c1ccc(OC(F)F)cc1	6	-22	0.0	2.3	3	8	5	4	0
8	COC(=O)C1C2C=CC3(CN(Cc4ccco4)C(=O)C13)O2 (stereo unspecified)	-4	0	-0.1	1.4	0	1	8	2	-2
18	COc1cc(/C=N/NC(=O)c2ccccn2)cc2c1OCO2	-6	-6	-0.2	2.3	-4	4	-5	-8	-1
11	Cc1ccc(S(=O)(=O)O)c(C)c1N1CCCC1=O	-17	-6	0.2	1.2	-5	-4	3	-1	-1
23	Cc1ccc(-c2noc(COc3ccccc3C)n2)cc1	16	24	0.0	1.2	-2	-3	-5	5	-3

Remaining list, next part
nr	mol	procasp7 counter	JMJD2C inh	Efflux pump inh	PP5 primary	PP1 counter	CTSL1 counter	HCV core dimer	procasp3 activ	TPT1 inhibitor
26	C(=N\c1nccs1)/c1c[nH]c2ccccc12	-13	-4	-0.7	-1.4	-1	1	1	-13	3
27	O=C(NN1C(=O)/C(=C/c2cc([N+](=O)[O-])ccc2O)SC1=S)c1ccccc1O	-12	0	-0.1	1.8	2	0	4	0	53*
28	Cc1nn(-c2ccccc2)c(Cl)c1/C=N\NC(=O)c1cncc(Br)c1	2	1	0.2	-2.6	-3	1	7	11	0
29	O=C(NNC1=NCCN1Cc1ccccc1)c1cccc(C(F)(F)F)c1	4	0	0.0	-1.7	-5	-2	5	3	4
30	Cc1cc(C)c(C)c(S(=O)(=O)NNC(=O)c2cccc(S(=O)(=O)N3CCOCC3)c2)c1C	3	5	-0.4	-0.2	-4	-4	0	-2	-1
31	COC(=O)C(C)(C(=O)OC)c1ccc(C(F)(F)F)cc1[N+](=O)[O-]	8	1	0.2	-0.9	1	4	-13	3	0
32	CN1CCN(CC(=O)N2c3ccccc3C(=O)Nc3cccnc32)CC1	0	27	0.1	2.9	-3	1	-4	5	-4
33	C=CCc1cc(C)cc(C)c1OCCn1cncn1	-1	-14	-0.1	0.9	-1	0	-9	6	-8
34	CC(O)[C@H](NC(=O)C1(c2ccccc2)CCN(C(=O)OC(C)(C)C)CC1)C(=O)O (stereo partly specified)	7	5	0.1	3.5	-4	30*	-8	-3	1
35	CCCOc1ccc(CCC(=O)N/N=C/c2ccc([N+](=O)[O-])o2)cc1	2	-8	0.0	1.8	0	6	1	-4	9
36	O=C(C1CCC1)N1CCN(S(=O)(=O)c2ccc(Br)cc2Cl)CC1	1	11	0.1	-1.2	-6	0	0	-7	3
37	COC(=O)c1ccc(O)c(Sc2cc(C(=O)OC)ccc2O)c1	-4	3	-0.1	0.2	-3	0	7	-13	-2
38	C[C@H](CO)N1C[C@H](C)[C@@H](CN(C)S(=O)(=O)c2ccccc2)Oc2c(NS(=O)(=O)c3ccc(F)cc3)cccc2C1=O	2	8	0.5	.	.	.	.	-4	.
39	Cc1n[nH]c(=O)c2c(NC(=O)CSc3nncn3C(C)C)oc(C)c12	-16	3	0.1	0.9	-6	.	.	-1	.
40	COc1ccc(-c2[nH]ncc2CN(Cc2nccn2C)C(C)C)c(F)c1	-4	1	0.0	1.9	-2	1	-1	-1	-1
41	CC1CCCCC1NC(=O)CCNS(=O)(=O)c1ccc(Cl)cc1 (stereo unspecified)	-2	-11	0.0	-1.4	-1	0	-4	10	-4
42	CCOc1cc(N2CCOCC2)c(OCC)cc1NC(=O)C1CC(=O)N(c2ccccc2OCC)C1 (stereo unspecified)	-12	9	0.3	0.5	-2	.	.	-3	.
43	COc1ccc(CCN2C(=O)CC(NNC(=O)c3ccc(F)cc3)C2=O)cc1OC (stereo unspecified)	1	-6	-0.3	-2.5	-4	-6	0	-5	-6
44	CCOC(=O)c1c(-c2ccc(OC)cc2)csc1NC(=O)COc1ccc2c(C)cc(=O)oc2c1	10	19	-0.2	-3.1	-2	-1	0	5	2
45	CN(C)C(=S)NC(=O)C(c1ccccc1)c1ccccc1	-2	4	-0.2	2.6	-3	7	-6	4	-7
46	Cc1ccc(C)c(N2CCN(S(=O)(=O)c3ccc(-c4ccc(=O)[nH]n4)o3)CC2)c1	4	8	0.0	-0.4	-1	5	13	-4	2
47	CCO[C@H]1OC(C(=O)N2CCN(C)CC2)=C[C@@H](c2ccc(Br)cc2)[C@@H]1CCCO	-5	-5	-0.2	1.7	-1	-4	-18	3	-3
48	Cc1cccc(N(Cc2ccccc2)C(=O)c2ccccc2F)c1	-4	-15	-0.1	-0.5	0	3	8	4	-2
49	O=C(Nc1ccc(S(=O)(=O)N2CCCCCC2)cc1)c1c(F)cccc1F	-10	-5	2.9	2.5	1	-5	5	-13	3
50	COc1ccc(Nc2nc(-c3ccccc3F)nc3ccccc23)cc1OC	-4	9	0.3	3.7	1	0	-3	-11	0
51	CC(C)(C)n1nc2c(c1NC(=O)Cc1ccccc1)CS(=O)(=O)C2	-1	.	-0.1	-1.4	-3	2	1	4	-1
52	CS(=O)(=O)Nc1ccc(C(=O)Nc2ccccc2-c2ccccc2)cc1	3	9	0.0	-0.1	-2	-2	2	-2	-4
53	Cc1noc(C)c1S(=O)(=O)N(C)C[C@H]1Oc2ccc(NS(=O)(=O)c3ccccc3)cc2C(=O)N([C@H](C)CO)C[C@@H]1C	-3	19	-0.1	.	.	.	.	-2	.
54	Cc1cc(-n2c(C)cc(C(=O)CSc3nnnn3-c3ccccc3)c2C)no1	0	0	0.0	4.8	2	1	8	3	1
55	CCN(CC)S(=O)(=O)c1cccc(NC(=O)COC(=O)c2cccs2)c1	3	-42	-0.1	-3.7	-4	-4	4	0	3
56	Cc1ccc(C2CC2/C(=N/O)c2ccc(F)cc2)cc1 (stereo unspecified)	7	-22	0.6	2.1	0	3	0	-2	1
57	COc1cccc(-c2sc3ccc(OC)cc3c2-c2cc(F)cc(OC)c2)c1	15	-1	0.0	2.9	1	.	.	-1	.
58	CN1C(=S)SC(N(O)C(=O)Nc2ccccc2)C1(C)C (stereo unspecified)	1	-8	0.0	-2.0	-3	2	2	3	-5
